High-throughput results (PubChem BioAssay)
ELG1 DNA repair: qHTS screen for small molecules that inhibit ELG1-dependent DNA repair in human embryonic kidney (HEK293T) cells expressing luciferase-tagged ELG1 | HEK293T ELG1-luciferase reporter, luminescence, 16 h; DNA damage induced by 5-fluorouridine | 330,000 tested, 2.3% active | Potency, µM (top dose mostly 46.1 µM), without a hit: at the top dose activity change, negative = inhibition, most hits filed as inhibitors; further: potency means the concentration at half of the fitted maximal effect; on the % scale 0 is the no-effect control and ±100 the full control effect; nearly all actives have a fitted effect of over 55% in size
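Cells (2,000 per well) received 5-fluorouridine plus test compound or DMSO and were incubated 16 hr at 37 °C, 5% CO2. Luciferase activity was read by luminescence 30 min after ONE-Glo addition; signal suppression marked inhibition of damage-induced ELG1 function.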
PTAP TSG101 blk: qHTS Assay for Iinhibitors of HIV-1 Budding by Blocking the Interaction of PTAP/TSG101; Tumor susceptibility gene 101 protein (Homo sapiens), Q99816; Fluorescence polarization, FITC-PTAP peptide / Tsg101 binding; Potency, µM (top dose mostly 115 µM), without a hit: at the top dose activity change, negative = inhibition, actives largely listed as inhibitors; 340,000 tested, under 10 active; AID 493005, 2010; active means well fitted inhibition curve with a large enough effect in the main read-out, with a control signal flat, not every such curve was filed as active; inconclusive means small, poorly fitted or top-dose-only effect, or effect the other way, or a change in a side signal; inactive means no such curve, though single readings can be large or run the other way; further: potency means the concentration at half of the fitted maximal effect; % of control where 0% means no effect
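Tsg101 binding domain (10 uM final) was mixed with compound and a FITC-labeled PTAP peptide (50 nM final) in HEPES pH 7.5 buffer with NaCl, Tween 20, EDTA and TCEP; fluorescence polarization was read after 20 min at r.t.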
a7 integrin act: qHTS for Activators of Integrin-Mediated Alleviation for Muscular Dystrophy; alpha7betagal myoblasts, beta-gal FDG fluorescence, 48 h; Potency, µM (titrated, usually from 38.3 µM), without a hit: at the highest dose activation, usual class: activators; 350,000 tested, 0.064% active; AID 624291, 2012;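 further: potency means the concentration at half of the fitted maximal effect; 100% = response of the positive control SU9516; nearly all actives have a fitted effect of over 60% in size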
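Alpha7betagal+/- myoblasts (passage 13) were plated 16-24 hr, then exposed to compounds (1:260 dilution of DMSO stock) for 48 hours at 37C. After MPER lysis, β-galactosidase reporter activity was read as FDG fluorescence (ex 480/em 540) after 30 minutes.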
TCR act: Activators of T cell receptors: qHTS campaign. 330,000 tested, under 10 active. Potency, µM (series often up to 9.22 µM), without a hit: at the highest dose activation of IL-2 secretion, hits mostly activators. primary human leukocytes, anti-CD3, IL-2 HTRF, 48 h; further: % of control where 0% means no effect
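Primary human leukocytes receive a-CD3 beads and test compound and are incubated 48 hr. Secreted IL-2 is then assayed by HTRF, measuring 665nm acceptor emission after 320nm excitation of the europium donor.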
B2AR arrestin: qHTS assay of beta-arrestin-biased ligands of beta2-adrenergic receptor | beta-arrestin recruitment to beta2AR, cell-based reporter | 330,000 tested, 0.02% active | Potency, µM (top dose mostly 46.1 µM), for inactives: at the highest dose activation, actives largely listed as activators;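 further: potency means the concentration at half of the fitted maximal effect; 0% = DMSO controls and full agonism = EC100 isoproterenol or metaproterenol; nearly all actives have a fitted effect of over 65% in size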
TRPV1 ag: HTS Assay for Compounds that Act as Agonists of the Vanilloid Receptor 1; TRPV1-expressing cells, Fluo-8 calcium influx, agonist mode; activation, % at 8.33 µM; 320,000 tested, 0.19% active; AID 540275, 2011; Transient receptor potential cation channel subfamily V member 1 (Homo sapiens), Q8NER1; in the data active means activation above about 80%; inconclusive means between about 30% and that limit; further: 0% is about no effect
Target sequence (Q8NER1 whole entry, looked up): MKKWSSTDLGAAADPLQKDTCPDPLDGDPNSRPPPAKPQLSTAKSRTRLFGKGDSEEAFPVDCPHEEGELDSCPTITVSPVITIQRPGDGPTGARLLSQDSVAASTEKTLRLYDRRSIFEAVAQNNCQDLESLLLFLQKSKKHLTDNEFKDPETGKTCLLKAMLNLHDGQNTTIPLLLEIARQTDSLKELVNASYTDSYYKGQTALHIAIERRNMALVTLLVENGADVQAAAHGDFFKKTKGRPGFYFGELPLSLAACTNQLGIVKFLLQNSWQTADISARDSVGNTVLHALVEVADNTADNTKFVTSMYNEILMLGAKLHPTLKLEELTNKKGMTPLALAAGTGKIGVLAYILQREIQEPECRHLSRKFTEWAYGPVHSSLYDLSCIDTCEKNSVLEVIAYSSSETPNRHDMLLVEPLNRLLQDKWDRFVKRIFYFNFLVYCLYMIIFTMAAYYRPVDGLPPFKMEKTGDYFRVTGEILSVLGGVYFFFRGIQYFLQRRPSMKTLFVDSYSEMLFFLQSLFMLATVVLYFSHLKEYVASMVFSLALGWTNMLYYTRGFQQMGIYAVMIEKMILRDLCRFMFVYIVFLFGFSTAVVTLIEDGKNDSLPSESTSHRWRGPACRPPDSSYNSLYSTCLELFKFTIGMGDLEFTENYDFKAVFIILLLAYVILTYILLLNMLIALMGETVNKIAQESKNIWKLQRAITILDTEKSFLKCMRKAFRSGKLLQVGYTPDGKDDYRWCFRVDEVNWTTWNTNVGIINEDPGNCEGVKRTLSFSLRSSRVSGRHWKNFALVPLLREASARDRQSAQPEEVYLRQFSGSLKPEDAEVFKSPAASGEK
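Cells expressing TRPV1 were dye-loaded with Fluo-8 and read kinetically: 10 s baseline, 3 min after compound (agonist portion), then 2 min after EC20 capsaicin (allosteric enhancer portion). Calcium-bound dye fluorescence at 480/520 nm.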
BRCA1 expr act: qHTS Assay to Identify Small Molecule Activators of BRCA1 Expression. 380,000 tested, 1.1% active. Potency, µM (titrated, usually from 46.1 µM), for inactives: at the highest dose activation, actives largely listed as activators. MCF7-BRCA1-FFLuc reporter, luminescence, 48 h; response scale: scaled: vehicle 0%, 10 µM genistein 100%; further: potency means the concentration at half of the fitted maximal effect; nearly all actives have a fitted effect of over 80% in size; some results filed as inactive show a strong effect at the top dose
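MCF7-BRCA1-FFLuc cells, 2000/well in phenol-red-free MEM, attached 2 h then treated 48 h at 37 C. Luciferase luminescence read 15 min after reagent; normalized to genistein maximum activation (10microM) and DMSO, concentration-response fitted.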
AT treatment: qHTS Assay for Identifying a Potential Treatment of Ataxia-Telangiectasia; […] A-T fibroblasts, KAP-1 phosphorylation AlphaLISA; neocarzinostatin DNA damage 30 min before lysis; Potency, µM (titrated, usually from 57.5 µM), for the others: at the top dose activation, most hits filed as activators; 320,000 tested, 0.19% active; further: potency means the concentration at half of the fitted maximal effect; % of control where 0% means no effect; nearly all actives have a fitted effect of over 45% in size
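ATM-like activity read as KAP-1 phosphorylation via AlphaLISA donor/acceptor antibody pairs after lysis and 6 hr at 25C. Cells were ATM-null patient fibroblasts ([…], hTERT), dosed 60 min, then exposed to the DSB inducer NCS for 30 min.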
MLL CXXC-DNA inh: qHTS Fluorescence Polarization Assay for Inhibitors of MLL CXXC domain - DNA interaction | Histone-lysine N-methyltransferase 2A (Homo sapiens), Q03164 | MLL-CXXC / FITC-HOXA9 DNA fluorescence polarization | Potency, µM (highest dose often 115 µM), for inactives: top-dose activity change, negative = inhibition, usual class: inhibitors | 290,000 tested, 0.037% active | AID 2662, 2010; active means well fitted inhibition curve with a large enough effect in the polarisation, with a control signal flat, not every such curve was filed as active; inconclusive means small, poorly fitted or top-dose-only effect, or effect the other way, or a change in a side signal; inactive means no such curve, though single readings can be large or run the other way; the % refers to the polarisation; further: potency means the concentration at half of the fitted maximal effect
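Steps: dispense CXXC domain solution (7 uM) → pin compounds or unlabeled HOX-A9 DNA control → 5 min ambient → add FLSN-HOX-A9 solution (50 nM) → spin → 30 min ambient → fluorescence polarization. Tris pH 7.5/NaCl/DTT/BSA buffer.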
p53 reactivator: qHTS assay for re-activators of p53 using a Luc reporter. AID 504706, 2011. H1299 p53-A138V BP100-luciferase reporter, luminescence, 24 h. 320,000 tested, 0.063% active. Potency, µM (titrated, usually from 92.2 µM), for inactives: at the top dose activity change, positive = activation, usual class: activators; further: potency means the concentration at half of the fitted maximal effect; % of control where 0% means no effect; nearly all actives have a fitted effect of over 45% in size
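H1299 (p53-null), stable ts p53-A138V + BP100-Luc; 1000 cells/well, Opti-MEM/10% FBS; cpd 4 pt, 1:5; 24 h, 37 deg C, 5% CO2; detection reagent 10 min RT; luminescence.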
* marks the source's active call; other numbers are inactive results; ? = inconclusive; / = no result given; [ ] = remark or other dose. Unless noted, the call rests on the fitted dose curve; in most records, active means well fitted curve in the direction sought with a large enough effect; inconclusive means small, poorly fitted or top-dose-only effect, or another doubt; inactive means no such curve, though single readings can be large; an effect the other way counts as inactive or inconclusive.

SMILES	ELG1 DNA repair	PTAP TSG101 blk	a7 integrin act	TCR act	B2AR arrestin	TRPV1 ag	BRCA1 expr act	AT treatment	MLL CXXC-DNA inh	p53 reactivator
O=C(CN(C(=O)C1CSC(=O)C1)c1ccccc1F)NCc1ccc2c(c1)OCO2 (stereo not given)	-17%	-10%	17%	1%	0.2%	1	-12%	4%	-1%	-2%
O=C(CNC(=O)c1ccccc1)OCc1cc(=O)n2cc(Br)ccc2n1	7%	-4%	8%	1%[46.1 µM]	0.1%	-4	-5%	0%	2%	-1%
O=C(N/N=C/c1ccc(Cl)c([N+](=O)[O-])c1)c1ccc2nc[nH]c2c1	13%	0%	-40%	-3%	0.4%	3	-36%	-4%	3%	5%
N#CCC1c2ccccc2CCN1C(=O)Nc1ccc(C(F)(F)F)cc1 (stereo not given)	-8%	-2%	17%[7.66 µM]	/	-0.2%	?	-79%[inhibitor]	9%	0%	-11%
CN1CCSc2ccc(C(=O)NCc3cccc(F)c3)cc21	13%	-1%	4%	5%	-0.6%	16	56%	9%	/	/
COc1ccc(S(=O)(=O)Nc2ccc(-n3cnnn3)cc2)cc1[N+](=O)[O-]	2%	-2%	1%	-2%	-0.1%	3	-5%	-2%	/	16%
O=c1cc(CN2CCC3(CC2)OCCO3)c2c(ccc3ccccc32)o1	-25%	-3%	23%	-2%	0.4%	?	-3%	1%	4%	-6%
Cc1cccc(NC(=O)c2ccc(OCC3CCCO3)cc2)c1C (stereo not given)	?	-2%	-59%[inhibitor]	-9%[46.1 µM]	-0.4%	6	14µM*	1%	-10%	?
Cc1cc(C)n(C(=O)c2cc([N+](=O)[O-])cc([N+](=O)[O-])c2)n1	8%	-10%	5%	-35%	0.4%	-4	-8%	5%	-3%	/
CCOc1ccc(C(CC(=O)O)NC(=O)C(Sc2ccccc2)c2ccccc2)cc1 (stereo not given)	2%	-5%	-26%	6%	-0.2%	-2	-4%	-1%	9%	5%
Fc1ccc(NC(=S)Nc2ccccc2N2CCOCC2)cc1Cl	-24%	-2%	-14%	0%	-0.4%	1	-11%	6%	-2%	18%
O=C(NNS(=O)(=O)c1ccccc1F)c1cccc(S(=O)(=O)N2CCOCC2)c1	21%	-1%	-4%	0%[46.1 µM]	-0.1%	0	-1%	-1%	7%	4%
CC(C)CC(=O)Nc1ccc2oc(-c3cccnc3)nc2c1	?	-7%	26%	3%	-1.6%	6	?	15%	-1%	?
CCOc1cccc(CN2CCCC(N3CCc4ccccc4C3)C2)c1O (stereo not given)	-9%	0%	-34%	8%	-1.2%	18	-12%	5%	-1%	/
Cc1ccc(S(=O)(=O)Nc2cc(C(=O)NCCN3CCCC3)ccc2N2CCCCC2)cc1	2%	-1%	-46%[inhibitor]	4%	-0.7%	0	-47%	-1%	22%	-2%
O=C(CNC(c1ccccc1)c1ccccc1)Nc1cc([N+](=O)[O-])ccc1Cl	-12%	-3%	-25%	2%[46.1 µM]	-4.1%	10	-37%	17%	7%	4%
CC(C)CCn1nnnc1C(C(C)C)N1CCC(C(N)=O)CC1 (stereo not given)	17%	-7%	9%	3%[46.1 µM]	-0.8%	1	7%	/	-4%	-9%
C=CCN1CC2(c3ccccc3)CN(CC=C)CC(c3ccccc3)(C1)C2=O	3%	1%	-11%	3%	-0.3%	21	2%	3%	8%	1%
O=c1cccc(-c2ccccc2)[nH]1	?	-3%	19%	-1%	0.5%	-3	19%	20%	-1%	13%
CN(C)c1ccc(C(=O)N2CCCC(N3CCN(Cc4ccc5c(c4)OCO5)CC3)C2)cc1 (stereo not given)	-26%	/	-11%	6%	-0.3%	-5	-20%	13%	20%	-1%
CCc1ccc(NC(=S)N(CCN(C)C)C(C)c2ccncc2)cc1 (stereo not given)	-25%	-5%	-5%	-7%	-0.2%	3	6%	3%	-6%	13%
COc1ccccc1NC(=O)CN1CCN(C2c3ccccc3-c3ccccc32)CC1	3.7µM*	-12%	-17%	6%	0.0%	27	-35%	13%	13%	-1%
COc1ccccc1C1CCN(Cc2cccc([N+](=O)[O-])c2)CC1	-5%	1%	-21%	-1%	0.0%	?	-19%	2%	-1%	-1%
CCOC(=O)c1sc(NC(=O)COC(=O)C(CCSC)NC(C)=O)nc1C (stereo not given)	1%	-4%	0%	0%[46.1 µM]	-0.4%	3	-22%	0%	-6%	4%
COc1cc(NC(=O)N[C@H](C(=O)O)C(C)C)cc(OC)c1	5%	-1%	15%[7.66 µM]	-6%	-0.1%	-2	0%	12%	0%	-1%

The results go on.
SMILES	ELG1 DNA repair	PTAP TSG101 blk	a7 integrin act	TCR act	B2AR arrestin	TRPV1 ag	BRCA1 expr act	AT treatment	MLL CXXC-DNA inh	p53 reactivator
Cc1ccnc(NC(=O)c2c(-c3ccccc3Cl)noc2C)c1	16%	-4%	26%	0%[46.1 µM]	?	0	12%	-5%	5%	20%
CCOC(=O)CC1(NC(=O)c2cc(COc3ccc(F)c(F)c3)on2)CCCCC1	-25%	-13%	-12%	6%	-1.0%	?	-31%	5%	?	6%
CCc1ccc(NC(=O)NCc2ccccn2)cc1	?	-3%	4%	-6%	0.4%	-18	0%	-3%	-5%	8%
CCNC(=S)N1CCC(C(=O)c2ccc3c(c2)OCCO3)CC1	1%	-2%	-11%	-6%	0.2%	?	5%	3%	-2%	0%
N#CC1(NC(=O)Cn2cc(C(F)(F)F)ccc2=O)CCCC1	0%	26%	19%	1%	0.5%	2	4%	-1%	/	6%
CC(c1ccccc1)n1cc(C(=O)NCc2ccncc2)nn1 (stereo not given)	7%	-6%	-13%	0%	-0.4%	23	-19%	-1%	-5%	3%
Cc1cccc(OCCCn2ccnc2)c1	9%	2%	-39%[inhibitor]	-2%	0.1%	-3	7%	13%	28%	11%
CCOC(=O)c1c(CN2CCC(C)CC2)oc2ccc(OC)cc12	-10%	-6%	-1%[7.66 µM]	2%	-0.6%	18	-38%	-9%	9%	-4%
CC(OC(=O)c1ccc2c(c1)NC(=O)CS2)C(=O)c1ccc(F)cc1 (stereo not given)	?	-6%	?	2%	-1.2%	/	-20%	1%	/	3%
CC(OC(=O)c1ccc2c(=O)n3c(nc2c1)CCCCC3)C(=O)Nc1ccc(Cl)cn1 (stereo not given)	-22%	-1%	11%	-2%[46.1 µM]	-0.2%	2	-5%	4%	-1%	-7%
O=C(NC(=S)Nc1ccc(Cl)cc1)c1ccccc1	?	-1%	0%	5%	?	-2	27%	7%	0%	14%
CC(C(=O)NC1CC1)c1ncc(C(F)(F)F)cc1Cl (stereo not given)	8%	-3%	-4%	-1%	-0.4%	-1	19%	2%	-3%	14%
CC(=O)C[C@H]1c2cc(C(F)(F)F)ccc2S(=O)(=O)N1C1CCCCC1	/	0%	1%	-10%	/	/	0%	/	/	/
CCn1c(SCC(N)=O)nnc1-c1ccco1	5%	-2%	22%	2%	-0.1%	-5	-7%	0%	2%	-5%
COCCNC(=O)/C(C#N)=c1\s/c(=C\c2ccccc2OC(F)F)c(=O)n1Cc1ccccc1	9%	/	/	/	-1.0%	-4	/	2%	17%	3%
COc1ccc(OC)c(C2C(C(=O)c3ccc(C)o3)=C(O)C(=O)N2CCN2CCOCC2)c1 (stereo not given)	14%	1%	-44%	-6%	-0.1%	4	0%	1%	1%	-2%
CC(Sc1nnc2n1CCCCC2)C(=O)Nc1ccccc1[N+](=O)[O-] (stereo not given)	8%	1%	6%	-4%	0.1%	/	4%	-13%	/	3%
Cc1cccc(NS(=O)(=O)c2ccc(-c3cnc(C4CC4)o3)cc2)c1C	0%	-2%	-68%[inhibitor]	3%	0.0%	2	-83%	-4%	2%	-7%
CC1(C2CC2)NC(=O)N(CC(=O)N2CCN(S(=O)(=O)c3ccc(F)c(F)c3)CC2)C1=O (stereo not given)	14%	-6%	13%	8%	-0.1%	-4	-17%	3%	/	3%
CC(=O)N1CCOc2ccc(S(=O)(=O)N3CCN(c4cc(C)ccc4C)CC3)cc21	1%	-3%	-8%	5%	-0.4%	10	-15%	-6%	-7%	4%
COc1ccc(CC(=O)N2CCc3cc(OC)c(OC)cc3C2O)cc1OC (stereo not given)	-2%	0%	-9%	-1%	-0.3%	2	7%	3%	-2%	-5%
